GalR3 antag – blocks the human galanin receptor 3; O60755; HEK293 GalR3-CNG cAMP membrane potential fluorescence; galR3 body fused to GalR1 C-terminus; inhibition, % at 3 µM; actives 0.44% (n = 360,000); AID 651719;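 active means inhibition above the screen-wide average plus 3 SD, cut at about 13% in these data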;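 further: forskolin and galanin both at EC90 stimulate the cells; cAMP rise reported by CNG channel membrane potential dye signal; 0% = forskolin plus galanin with DMSO and 100% = forskolin alone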
Target sequence (O60755 1-299 limits assumed): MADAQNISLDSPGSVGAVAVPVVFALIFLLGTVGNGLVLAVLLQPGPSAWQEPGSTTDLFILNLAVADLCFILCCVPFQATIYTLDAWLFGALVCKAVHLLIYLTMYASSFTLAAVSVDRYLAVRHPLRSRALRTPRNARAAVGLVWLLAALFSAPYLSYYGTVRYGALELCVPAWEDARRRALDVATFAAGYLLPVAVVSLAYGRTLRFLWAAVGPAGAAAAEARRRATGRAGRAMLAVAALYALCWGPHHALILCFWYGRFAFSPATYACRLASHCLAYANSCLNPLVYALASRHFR
An asterisk follows results filed as active. Only part of the results is shown. The share of hits here may be higher or lower than overall.

nr	molecule	GalR3 antag
1	COC(=O)C1=C(C)N(Cc2cccc(C(F)(F)F)c2)C(=NCc2ccc3c(c2)OCO3)NC1CCc1ccccc1 (stereo unspecified)	-5
2	CC1CCN(C(=O)c2ncn3c2c(=O)[nH]c2cccnc23)CC1	-5
3	Cn1c(NCc2ccccc2)nc2cc(-c3cccc(C(F)(F)F)c3)sc2c1=O	-5
4	C[C@H](CO)N1C[C@H](C)[C@@H](CN(C)C(=O)NC2CCCCC2)Oc2ncc(Br)cc2C1=O	-5
5	CCCCNC(=O)C1C(c2ccc(OC)cc2)=Nc2ccccc2N1C(=O)c1cccnc1 (stereo unspecified)	-6
6	CCCC(=O)N1CCC1(C)C(=O)NS(=O)(=O)c1cc2c(cc1C)CCCS2(=O)=O (stereo unspecified)	-7
7	CCCCCCN1C[C@H](O)[C@@H](n2cc(COC(=O)c3ccccc3)nn2)C[C@@H]1c1ccccc1	-6
8	CCCc1c(C(=O)N/N=C/c2ccc(OCc3ccc(F)cc3)cc2)nnn1-c1nonc1N	-5
9	CSc1ncccc1C(=O)OC(C)C(=O)Nc1ccc2c(c1)OCCO2 (stereo unspecified)	-8
10	CSCCC(C(=O)NC(C)(C)C)n1c(-c2ccccc2)nc2ccccc21 (stereo unspecified)	2
11	CN1C[C@@H]2[C@@H]3C(=O)N(C)C(=O)[C@@H]3[C@](Cc3ccccc3)(C1=O)N2C(=O)c1ccc(F)cc1	-5
12	CCOC(Cn1cc([N+](=O)[O-])c(=O)[nH]c1=O)OCC	-6
13	CNC(=O)c1sc(N2N=C3/C(=C\c4ccccc4)CCCC3C2c2ccccc2)nc1C (stereo unspecified)	-6
14	CC1(C)CC(=O)C=C(c2ccc(COC(=O)c3ccc(-c4ccccc4)cc3)cc2)C1=O	-6
15	NC(=O)c1cccc(Nc2nc(C(N)COCc3ccccc3)cs2)n1 (stereo unspecified)	-5
16	O=C1C=C(OCCF)CC(c2cccc([N+](=O)[O-])c2)O1 (stereo unspecified)	-4
17	CN1OC[C@@H]2CN(C(=O)Cc3ccccc3)[C@H](c3ccccc3Br)C[C@@H]21	-1
18	O=C(NCc1ccccc1)C(c1ccccc1)n1c(=O)c(-c2ccco2)nc2ccccc21 (stereo unspecified)	-9
19	COc1cc(Cn2c3ccc(NC(=O)CC(C)(C)C)cc3c(=O)n2C)ccc1F	-4
20	COC(=O)CCCN1C(=O)NC(c2ccc(-c3ccccc3)cc2)C(C(=O)OCc2ccccc2)=C1C (stereo unspecified)	-4
21	CCCCn1c(N)c(N(CCOC)C(=O)CCS(=O)(=O)c2ccc(C)cc2)c(=O)[nH]c1=O	-2
22	CCCNC(=O)C1(C)CCCN(C(=O)CN2C(=O)c3ccccc3C2=O)C1 (stereo unspecified)	-4
23	COCCN1C(=O)c2ccccc2C1c1nnnn1Cc1ccccc1 (stereo unspecified)	-5
24	Cc1ccccc1-c1cnc(C(O)c2ccc(-c3ccccc3)cc2)[nH]1 (stereo unspecified)	-8
25	CCOC(=O)CSc1nc2nc(Cl)c(Cl)nc2[nH]1	-5
26	COCCNC(=O)C1(C)CCCN(C(=O)c2cc(F)ccc2C)C1 (stereo unspecified)	-6
27	COCCN1Cc2cc(C(=O)OC)c3c(c2C1=O)c1ccccc1n3S(=O)(=O)c1ccc(OC)cc1	-8
28	NC(=N\N=Cc1ccccc1)/C(N)=N/N=Cc1ccccc1	-4
29	COc1ccc(CN2CCCC(C(=O)N3CCCC3)C2)c(OC)c1OC (stereo unspecified)	1
30	O=C(NCc1ccccc1)[C@H]1CCCN1C(=O)[C@H]1CCCN1C(=O)c1ccc(F)cc1	-7
31	COC(=O)C1(C(=O)OC)Cc2ccccc2N(S(=O)(=O)c2ccc(C)cc2)C1CC(C)=O (stereo unspecified)	-7
32	O=C(Cc1ccc(Cl)cc1)NCC(=O)N1CCC2(CC1)NCCc1[nH]cnc12	-2
33	CC(C)C[C@H]1CNC(=S)N1C[C@H]1CCCN1C[C@H](Cc1ccc(O)cc1)N1C[C@H](Cc2ccccc2)N(CC2CCCCC2)C1=S	-7
34	Nc1sc(-c2ccccc2)cc1C(=O)NCCc1c[nH]c2ccccc12	-5
35	COCC#Cc1ccc2c(c1)O[C@@H](CN(C)C(=O)Nc1ccc(OC)cc1)[C@H](C)CN([C@H](C)CO)S2(=O)=O	-5
36	O=C(NCc1ccccc1)[C@@H]1CCCN1C(=O)[C@H]1CCCN1C(=O)c1c(F)cccc1F	-3
37	C[C@H](c1ccccc1)N1C[C@H](COCc2ccccc2)Oc2cc(N3CC[C@H](N(C)C)C3)ccc2S1(=O)=O	-7
38	CC(C)(C)N1C(=O)c2ccccc2NC(=O)C1C(=O)Nc1ccc(N2CCOCC2)cc1 (stereo unspecified)	-6
39	OC[C@H]1O[C@@H](c2nc(-c3ccc(Br)cc3)no2)C[C@@H]1O	-6
40	COCCNc1nc2cc(-c3cccc(C(F)(F)F)c3)sc2c(=O)n1C	-7
41	COC(=O)[C@]12C[C@H](CC(=O)NCc3cccc4ccccc34)C(=O)N(Cc3ccc4c(c3)OCO4)C1=C[C@H](C(C)(C)C)O[C@@H]2C	-2
42	Cc1ccc(S(=O)c2ccc([N+](=O)[O-])c3nonc23)cc1 (stereo unspecified)	-5
43	CCNC(=O)C1(C)CCN(C(=O)c2ccc(OC)cc2OC)C1 (stereo unspecified)	-8
44	Cc1ccc(C(NC(=O)C2CCN(CCOc3ccccc3)CC2)c2ccccn2)cc1 (stereo unspecified)	-10
45	CC(=O)N[C@H]1[C@H]([C@H](O)[C@H](O)CO)O[C@](O)(C(=O)O)C[C@@H]1O	-2
46	CCC1(c2ccccc2)NC(=O)N(CC(=O)Nc2ccc3c(c2)CCC3)C1=O (stereo unspecified)	-8
47	CCOC(=O)N(C)c1c(CC)nc2c(OCCC3CCCCC3)cccn12	-2
48	Cc1ccccc1NS(=O)(=O)c1ccc(S(=O)(=O)N2CCCC2)cc1	-8
49	COCCNc1ncnc2c1ncn2[C@H]1CN(Cc2ccc(OC)cc2)C[C@@H](CO)O1	-7
50	CC1(C(=O)Nc2cccc(NS(C)(=O)=O)c2)Cc2c(-c3ccc(C(N)=O)cc3)ccnc2O1 (stereo unspecified)	-6
51	NC(c1ccc(F)c(F)c1)c1nc(-c2cc(F)cc(F)c2)cs1 (stereo unspecified)	-5
52	OC[C@@H]1CN(Cc2cccs2)C[C@H](n2cnc3c(NC4CCCC4)ncnc32)O1	-9
53	COc1ccccc1S(=O)(=O)N(C)C[C@H]1OCc2cn(nn2)CCCC(=O)N([C@H](C)CO)C[C@@H]1C	-5
54	CN1CCN(S(=O)(=O)c2cccc(C#N)c2)C(c2ccccc2)C1 (stereo unspecified)	-2
55	OC(c1ccccc1)C1(c2ccccc2)CCN(Cc2ccccc2)CC1 (stereo unspecified)	-4
56	CCCCn1nnnc1C1(C)CCC(=O)N1CCOC (stereo unspecified)	-4
57	CC(=O)C1=CCC(c2ccc(Cl)cc2)N(S(=O)(=O)c2ccccc2C)C1 (stereo unspecified)	-8
58	CCCCC(=O)N(C)c1c(C)nc2ccc(C(=O)N(CC)CCN(C)C)cn12	-5
59	COCOCCn1cc(CN2CCS(=O)(=O)N(Cc3ccc(-c4ccc(Cl)nc4)cc3)C(CC(C)C)C2=O)nn1 (stereo unspecified)	-1
60	CCCCCNC(=O)C(c1cccc2ccccc12)n1c(=O)c(-c2cc3ccccc3[nH]2)nc2ccccc21 (stereo unspecified)	-3

(cont.)
nr	molecule	GalR3 antag
61	O=C(Nc1ccc(N2CCOCC2)cc1)c1cccc2c(-c3ccc(F)c(F)c3)coc12	-6
62	COc1cc(-c2cc(C(=O)O)c3cc4ccccc4cc3n2)cc(OC)c1OC	-2
63	O=C(NCc1ccccc1)C(c1ccccc1F)n1c(=O)c(-c2ccccc2)nc2ccccc21 (stereo unspecified)	-8
64	O=C1c2ccccc2NC(c2cccs2)N1O (stereo unspecified)	-5
65	COc1cccc(-c2cnc3c(NC=O)cc(-c4cccc(NC(C)=O)c4)cn23)c1	-8
66	CC(C)CC1NC(=O)N(CC(=O)Nc2ccc(OC(F)F)cc2)C1=O (stereo unspecified)	-7
67	COC(=O)[C@]12C[C@H](CC(=O)N3CCOCC3)C(=O)N(Cc3ccc4c(c3)OCO4)C1=C[C@H](C(C)(C)C)O[C@@H]2C	-5
68	CC(=O)Nc1ccc(S(=O)(=O)Nc2cc(S(=O)(=O)N3CCCCC3)ccc2O)cc1	1
69	O=C(Cc1ccc(NC(=O)C2CCN(C(=O)C3CCCC3)CC2)cc1)Nc1ccc(C(=O)N2CCOCC2)cc1	-9
70	Cc1cccc(C)c1NC(=O)C1(C)CN(S(C)(=O)=O)CC(=O)N1CCc1ccccc1F (stereo unspecified)	1
71	COCCN1C(=O)c2ccccc2C1c1nnnn1C(C)C (stereo unspecified)	-5
72	COc1ccc(-c2nnc(-c3ccc4ccccc4c3)o2)cc1	1
73	COc1ccc(CNC(=O)/C=C/[C@H]2O[C@@H](n3cnc4c(NC(=O)c5ccccc5)ncnc43)[C@H](O)[C@@H]2O)cc1	-7
74	O=c1[nH][nH]c2c1C(C1CCCCC1)OC(C1CCCCC1)C2 (stereo unspecified)	-6
75	Cc1c2cnccc2c(C)c2c1oc1ccccc12	-4
76	CC(C)COC(=O)N1CCCCC1c1cc(C(=O)NCc2cccnc2)no1 (stereo unspecified)	-4
77	CC1(C(=O)Nc2ccc3c(c2)OCO3)Cc2c(-c3ccccc3)ccnc2O1 (stereo unspecified)	1
78	COc1cc(C(=O)NC(=S)Nc2ccc3ccccc3c2)cc(OC)c1OC	-3
79	COC(=O)C1=CN(c2c(C)cc(C)cc2C)C(N)=C(C#N)C1c1ccccc1 (stereo unspecified)	-1
80	CCOc1ccc(CNC(=O)C2CCN(S(=O)(=O)N3CCC(C)CC3)CC2)cc1OC	-8
81	Cc1ccc(NC(=O)c2ccc3c(c2)CCN3S(C)(=O)=O)cc1	-4
82	C#CCNC(=O)C[C@@H]1C[C@@]2(C(=O)OCC)CCCC=C2N(Cc2cccc3ccccc23)C1=O	-7
83	CCCCCCN1C[C@@H](n2cc(-c3ccc(F)cc3)nn2)[C@H](O)C[C@@H]1c1ccccc1	-3
84	CCOC(=O)c1cc(C(=O)NNC(=O)c2cccc([N+](=O)[O-])c2)c(C)nc1C	-2
85	COC(=O)C[C@@H]1OC[C@H](CO)N1S(=O)(=O)c1ccc(C)cc1	-6
86	O=C(CCCC(=O)NN=Cc1cccc(O)c1)NN=Cc1cccc(O)c1	-7
87	CCCCCCCCCCCCN1CCSCCS1(=O)=O	-4
88	CC1(c2nnnn2Cc2ccccc2)CCC(=O)N1CC1CCCCC1 (stereo unspecified)	-5
89	CCC(CC)C(=O)OCC(=O)C1(O)CCC2C3CCC4=CC(=O)CCC4(C)C3C(O)CC21C (stereo unspecified)	-3
90	O=C(NCc1ccccc1)c1ccc(NC(=O)C2CC2)cc1	0
91	COc1ccccc1-c1cccc([C@@H]2C[C@H]3[C@H](CON3C)CN2C(C)=O)c1	-1
92	CCCCCNC(=O)C(c1cc2ccccc2o1)n1c(=O)c(-c2ccco2)nc2ccccc21 (stereo unspecified)	-3
93	Cc1ccc2c(=O)n3c(nc2c1)C(Cc1ccc(O)cc1)NC(=O)c1cc2ccccc2cc1-3 (stereo unspecified)	-5
94	CCOC(=O)C1(C)CCCCCN1C(=O)c1csnn1 (stereo unspecified)	-2
95	CCOC(=O)C1(C)CCCN(C(=O)c2cc(OC)c(OC)c(OC)c2)C1 (stereo unspecified)	-4
96	COc1cc(-c2cc(NC(C)=O)c3ncc(-c4cc(OC)c(OC)c(OC)c4)n3c2)cc(OC)c1OC	5
97	C[C@@H](NC(=O)[C@@H]1CCCN1C(=O)[C@@H]1CCCN1C(=O)c1cccc(Cl)c1)c1ccccc1	3
98	CC(C)c1[nH]nc2c1C(c1ccccc1)N(c1ccccc1)C2=O (stereo unspecified)	-3
99	CCOC(=O)c1oc2c(CN3CCN(C)CC3)c(O)c(CC)cc2c(=O)c1-c1nc2ccccc2s1	-3
100	CCCCCCn1cc(CN2CC(N3CCCCC3)CS2(=O)=O)nn1 (stereo unspecified)	-2
101	COc1cc(C(c2c(NC(=O)c3ccco3)sc(C)c2C)N2CCOCC2)cc(OC)c1OC (stereo unspecified)	-6
102	CC(C)(C)c1ccc(C(=O)N2CCC2(C)C(=O)NCC(F)(F)F)cc1 (stereo unspecified)	-7
103	C#CC1(N2CCCCC2)CCCCC1	-2
104	COC(=O)[C@]12C[C@H](CC(=O)N3CCN(C(=O)c4ccco4)CC3)C(=O)N(Cc3ccccc3)C1=C[C@H](C(C)C)O[C@@H]2C1CC1	-6
105	CC(=O)Nc1cccc(-c2ccnc3c2CC(C(=O)NCc2ccc(N(C)C)cc2)O3)c1 (stereo unspecified)	1

Compound activity (PubChem)
